SMARCA2 activ: increases SMARCA2 function in MMTV reporter cells | MG213 cells, MMTV-luciferase reporter, dexamethasone, overnight | activation, % at 9.1 µM | 1% of 370,000 active | AID 652017; in the data active = activation above about 7.8%;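 also: 0% = vehicle wells and 100% = reference activator wells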
GC-B act: GC-B (human) receptor activation; P20594; activation, % at 10 µM; 0.11% of 370,000 active; HEK293-GC-B cells, CNP EC30, cGMP TR-FRET; 0% at EC30 CNP, 100% saturating CNP;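 active = activation at 10 µM reaching about 35% in either raw or pattern-adjusted values, limit read from the data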
hgDAF-12 ag: agonists of H. glycines DAF-12 nuclear receptor; HEK293 GAL4-hgDAF12 UAS-luciferase reporter, agonist luminescence; normalized to butyrate control; activation, % at 6.8 µM; 1.8% of 370,000 active; AID 687014;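 active = activation above a cutoff set at the mean of all screened compounds plus 3 SD, cut at about 10% in these data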;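 also: 0% = DMSO wells and 100% = sodium butyrate wells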
FXN GAA850 act: increases GAA850 frataxin promoter reporter activity. HEK293 lucGAA850 FXN promoter luciferase reporter, 24 h; percent of 10 µM SAHA response. activation, % at 6 µM. 0.56% of 360,000 active. AID 540364;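 active = activation above the average of all compounds screened plus 3 SD, cutoff fixed separately per campaign, cut at about 7.5% in these data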;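 also: 0% = DMSO wells and 100% = 10 µM SAHA wells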
ssDAF-12 act: activators of S. stercoralis DAF-12 nuclear receptor; HEK293 ssDAF-12/GRIP1 lit1-tk-luc reporter, luminescence; % of 3 µM dafachronic acid response; 1% of 370,000 active; activation, % at 6.8 µM;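 active = activation above the mean over all tested compounds plus 3 SD, cut at about 0.9% in these data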;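 also: 0% = DMSO-only wells and 100% = 3 µM delta7-dafachronic acid wells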
ADAM10 inh: ADAM10 inhibition, QFRET primary screen; O14672; recombinant ADAM10, EDANS/DABCYL FRET peptide cleavage, 3 h; inhibition, % at 7 µM; 0.62% of 370,000 active; AID 720582;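 active = inhibition above a per-campaign cutoff equal to the mean of compounds falling between control-based bounds plus 3 SD, cut at about 20% in these data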;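 also: 0% = DMSO wells while the 100% control is not disclosed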
hcDAF12 agonist: H. contortus DAF-12 activation, primary screen | AID 652067 | HEK293 hcDAF-12 lit1-tk-luc reporter, luminescence; 0% DMSO, 100% Δ7-dafachronic acid | 1.4% of 370,000 active | activation, % at 6.8 µM;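 active = activation above the mean of all tested compounds plus 3 SD, cut at about 5.5% in these data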;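 also: 100% = response to 3 µM Δ7-dafachronic acid high control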
HGIII-sPLA2 inh: Inhibits HGIII-sPLA2 liposome hydrolysis, primary screen | Q9NZ20 | QFRET BODIPY PC-A2 liposome hydrolysis, fluorescence | inhibition, % at 12.2 µM | 0.56% of 370,000 active | AID 743126;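 active = inhibition above mean plus 3 SD of compounds lying within the high and low control bounds, cut at about 19% in these data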;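 also: 0% = median of test compound wells and 100% = no enzyme DMSO wells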
DAX1 inh-1: inhibits human nuclear receptor DAX1; HEK293 Gal4-DAX1 luciferase reporter, luminescence; inhibition, % at 6.75 µM; AID 504766; P51843; 0.99% of 340,000 active;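 active = inhibition above the mean over all tested compounds plus 3 SD, cut at about 4.2% in these data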;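 also: 0% = DAX1-transfected cells with DMSO and 100% = empty-vector control cells with DMSO; inhibition shows as a rise in luminescence from relieved DAX1 repression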
NPR1 activator: GC-A (human) enzyme activation. P16066. HEK293 GC-A cells, cGMP TR-FRET, EC30 ANP; 0% at EC30 ANP, 100% saturating ANP. activation, % at 10 µM. 0.14% of 370,000 active. AID 1671463; in the data active = activation above about 40%
Target sequence (P16066 whole entry, looked up): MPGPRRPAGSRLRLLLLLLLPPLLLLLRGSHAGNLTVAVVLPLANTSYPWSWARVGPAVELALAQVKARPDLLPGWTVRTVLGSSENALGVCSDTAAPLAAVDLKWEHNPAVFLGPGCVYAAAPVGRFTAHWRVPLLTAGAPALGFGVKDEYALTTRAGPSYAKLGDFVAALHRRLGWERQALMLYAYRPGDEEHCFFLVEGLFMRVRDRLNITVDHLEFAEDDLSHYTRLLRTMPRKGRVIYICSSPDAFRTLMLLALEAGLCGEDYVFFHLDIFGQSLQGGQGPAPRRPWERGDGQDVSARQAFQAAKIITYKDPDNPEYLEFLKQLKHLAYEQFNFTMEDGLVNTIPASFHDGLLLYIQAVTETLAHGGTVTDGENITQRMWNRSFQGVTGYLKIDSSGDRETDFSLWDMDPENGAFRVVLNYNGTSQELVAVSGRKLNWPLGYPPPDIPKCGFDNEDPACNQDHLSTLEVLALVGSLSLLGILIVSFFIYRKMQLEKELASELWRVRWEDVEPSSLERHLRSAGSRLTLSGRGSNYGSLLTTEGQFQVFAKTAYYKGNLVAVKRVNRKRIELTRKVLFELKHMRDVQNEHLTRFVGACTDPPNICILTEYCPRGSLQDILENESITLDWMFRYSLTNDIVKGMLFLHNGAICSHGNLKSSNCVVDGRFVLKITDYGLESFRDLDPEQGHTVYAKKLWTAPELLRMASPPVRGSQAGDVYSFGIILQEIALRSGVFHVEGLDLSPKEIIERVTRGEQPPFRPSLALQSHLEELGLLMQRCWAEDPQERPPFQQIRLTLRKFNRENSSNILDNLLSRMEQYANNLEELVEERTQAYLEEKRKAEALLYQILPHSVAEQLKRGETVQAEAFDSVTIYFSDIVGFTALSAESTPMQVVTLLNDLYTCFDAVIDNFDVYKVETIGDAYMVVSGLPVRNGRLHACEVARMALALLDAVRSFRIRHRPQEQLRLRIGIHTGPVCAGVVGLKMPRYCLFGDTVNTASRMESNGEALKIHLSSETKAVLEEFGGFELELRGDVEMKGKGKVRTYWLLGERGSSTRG
DAX1 inh-2: inhibitors of DAX1 repression of SF-1 activated StAR promoter; HEK293T StAR-luciferase reporter, SF-1/DAX-1 repression relief; inhibition, % at 6.8 µM; 1.1% of 370,000 active; AID 652010;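 active = inhibition above the mean over all tested compounds plus 3 SD, cut at about 3.6% in these data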;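 also: 0% = DAX-1 cells with DMSO and 100% = cells lacking DAX-1 with DMSO; higher inhibition means more luminescence from relief of DAX-1 repression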
* = called active by the depositor; . = not tested or not shown.

SMILES | SMARCA2 activ | GC-B act | hgDAF-12 ag | FXN GAA850 act | ssDAF-12 act | ADAM10 inh | hcDAF12 agonist | HGIII-sPLA2 inh | DAX1 inh-1 | NPR1 activator | DAX1 inh-2
CC(=O)N1N=C(c2ccccc2)OC1c1cccnc1 (centres undefined) | 5.6 | -1.2 | 1.7 | -0.8 | -2.1 | 5.2 | -2.2 | -0.9 | 0.2 | -2.6 | 0.1
Cc1cc(NC(=O)c2c(Br)cnn2C)no1 | -3.5 | 3.2 | -1.3 | -0.8 | -1.7 | -10.9 | -0.7 | -2.6 | 1.0 | 0.6 | 1.0
Nc1c(N(Cc2ccccc2)C(=O)COc2ccc([N+](=O)[O-])cc2)c(=O)[nH]c(=O)n1Cc1ccccc1 | 5.2 | -2.8 | 1.3 | -4.6 | 0.2 | 0.9 | 1.1 | -2.2 | -1.7 | -4.8 | 0.1
COc1cccc(C(O)c2nc3ccccc3n2C(C)C)c1 (centres undefined) | 0.2 | -3.6 | 0.0 | 0.9 | -0.3 | 4.0 | -1.9 | 2.9 | -1.5 | 2.5 | 0.1
Nc1nc(SCC(=O)Nc2ccc(Cl)cc2)[nH]c(=O)c1-c1ccccc1 | -2.0 | -0.7 | -0.1 | 1.3 | -1.4 | 0.4 | -0.5 | -7.4 | 1.9 | -5.4 | -1.3
CCOCCCNC(=O)c1ccc2c(c1)OCO2 | -0.1 | -1.4 | 4.5 | -2.6 | -0.3 | 0.1 | -0.7 | -4.0 | 2.2 | -0.2 | 0.0
O=[N+]([O-])c1ccccc1S(=O)(=O)c1ccccc1 | -1.6 | -0.9 | -0.8 | -0.5 | -0.2 | -1.9 | -2.4 | -0.6 | 0.2 | 2.2 | -0.2
O=c1ccc(/C=C/c2ccccc2)nn1Cc1ccc(Cl)cc1Cl | 3.3 | 0.0 | -0.4 | 2.1 | -1.0 | 5.4 | -1.1 | -5.9 | 0.3 | -1.2 | 0.3
CC(OC(=O)c1cc2sccc2n1C)C(=O)NCC1CCCO1 (centres undefined) | -3.0 | -0.6 | 0.4 | 1.5 | -1.7 | 6.0 | 2.9 | 6.3 | -1.3 | -2.5 | 0.9
O=S(=O)(NCCc1csc(-c2ccccc2)n1)c1ccc2c(c1)OCCO2 | -2.6 | -0.9 | 2.5 | -2.5 | -0.5 | 3.2 | -0.1 | -18.2 | -1.6 | 0.4 | 0.2
CC1(C)C2([N+](=O)[O-])CN3CC1([N+](=O)[O-])CN(C2)C3C(O)C(O)C(O)CO (centres undefined) | -2.0 | 1.8 | 0.6 | -1.5 | -1.0 | 10.3 | 0.3 | 9.0 | -1.6 | 3.5 | 0.1
O=C(NNC1=Nc2ccccc2SC1)c1ccc(F)cc1 | -1.8 | -0.6 | -1.9 | 0.4 | -1.8 | 4.3 | -2.4 | 6.8 | 0.5 | -5.3 | -0.8
CCOC(=O)c1c(CN2CCOCC2)n(-c2ccccc2)c2ccc(O)cc12 | -2.2 | -6.0 | -4.5 | 3.1 | -1.8 | -3.4 | -2.4 | -28.2 | -1.2 | -12.5 | -0.6
CCCNC(=O)c1ccc2c(=O)n(Cc3ccco3)c(=S)[nH]c2c1 | -2.3 | -2.8 | -3.5 | 0.2 | -1.7 | 7.1 | 0.7 | 12.3 | 0.6 | -2.9 | -0.1
CCOc1ccc(-c2noc(CCCC(N)=O)n2)cc1OC | -0.8 | 6.2 | -0.8 | -1.8 | -1.7 | -3.5 | -1.8 | -0.8 | -0.4 | 0.7 | 0.3
O=C(CSc1nnc(-c2ccccc2)o1)Oc1ccc(Br)cc1 | 0.6 | -4.4 | -1.4 | 0.7 | -1.6 | 3.2 | -1.0 | 3.8 | -0.2 | 20.6 | -0.1
Cc1ccc(S(=O)(=O)N(C)C)cc1NC(=O)COC(=O)CNC(=O)c1cccs1 | -2.1 | 3.1 | 0.9 | 1.1 | -1.4 | -10.2 | -1.0 | 0.3 | 0.8 | -0.9 | 1.4
CCS(=O)(=O)N1CCC(NC(=O)C(Cc2cccc(OC)c2OC)NC(C)=O)CC1 (centres undefined) | -1.7 | 0.2 | 0.6 | -0.6 | -0.9 | -3.9 | -2.4 | 6.7 | -0.6 | 3.1 | -0.6
CCOC(=O)c1ccc(NC(=O)CSc2nc(N)c(NC(=O)c3ccc(Br)o3)c(=O)[nH]2)cc1 | -0.9 | 3.8 | -0.7 | 0.5 | -1.4 | 2.7 | -0.7 | 0.8 | -0.3 | 2.6 | 0.9
Cn1c(=O)cc(OCC(=O)NCc2cccnc2)c2ccccc21 | 4.9 | -3.4 | -0.3 | -2.9 | -0.9 | 1.4 | 0.7 | -0.1 | 2.8 | 0.9 | 0.8
CC(=O)C[C@H]1c2cc(C(F)(F)F)ccc2S(=O)(=O)N1C1CCCCC1 | -0.2 | 7.3 | 1.3 | -1.0 | -1.5 | 3.0 | -0.5 | -3.5 | -0.8 | -1.1 | 0.0
O=c1c2ccc(Cl)cc2nc(-c2cccc(C(F)(F)F)c2)n1O | -2.3 | -4.8 | -3.4 | -0.6 | -1.1 | 4.9 | -1.8 | -18.7 | -1.9 | -1.3 | -2.4
CCOC(=O)[C@@H]1[C@H]2COc3cc(OC)ccc3[C@H]2N2C(=O)N(c3ccccc3)C(=O)[C@]12C | -0.7 | 3.7 | 1.0 | -3.0 | -1.1 | 12.0 | -0.8 | 0.4 | 0.9 | -2.1 | 0.5
CN(C(=O)CSc1nc(N)nn1-c1ccccc1)c1ccccc1 | -3.9 | 1.0 | 1.4 | -0.8 | -1.1 | 4.1 | 1.5 | 2.1 | -0.7 | 0.0 | -0.3
CCOC(=O)C(=O)Nc1ccccc1C(=O)NCc1ccccc1 | 4.8 | 1.4 | 5.9 | 1.8 | -1.0 | -1.8 | -1.1 | -5.0 | 0.1 | -0.9 | 0.7
CC(C)CNC(=S)N1CCN(c2nc(-c3ccc(Cl)cc3)cs2)CC1 | -1.7 | -3.7 | -6.3 | -0.8 | -1.6 | 14.7 | -1.4 | 9.4 | -1.7 | 1.9 | -0.6
Cc1cc(C)c2sc(NNC(=O)C3COc4ccccc4O3)nc2c1 (centres undefined) | -1.0 | 1.1 | -0.3 | -2.8 | -1.5 | 0.0 | 0.1 | 28.2* | -0.5 | 0.7 | -1.2
c1ccc(CC(Nc2cccnc2)c2ccccc2)cc1 (centres undefined) | -6.9 | -4.7 | -1.9 | . | -0.8 | -11.5 | 1.2 | 4.5 | . | -2.9 | -1.3
COc1ccc(OC)c(NC(=O)c2ccc(NC(C)=O)cc2)c1 | -0.3 | -2.5 | -1.9 | -2.0 | -1.0 | 4.5 | -1.1 | -1.0 | -0.6 | -3.5 | 0.1
COc1cccc(NC(=O)CSc2nnc(Cn3c(=O)sc4ccccc43)n2C)c1 | -0.8 | -3.2 | -0.6 | -2.0 | -0.8 | -10.2 | -2.9 | -6.7 | 0.3 | -2.1 | 0.5
Cc1ccccc1N(C)C(=O)CN1CCN(c2nc(-c3ccccc3)cs2)CC1 | -4.5 | -7.5 | -3.0 | . | -1.9 | 3.7 | -0.9 | -3.8 | . | -2.1 | -1.1
O=C(CCSCCc1ccccn1)Nc1ccc(Br)cn1 | -1.1 | -4.3 | -0.8 | 0.1 | -1.1 | -4.6 | 1.8 | 2.7 | -0.9 | 3.6 | 0.0
O=S(=O)(c1ccccc1)c1nc(Nc2cccc(O)c2)sc1Cl | -4.0 | 1.6 | -3.6 | -0.3 | -2.0 | 9.8 | -3.2 | -29.0 | -2.2 | 5.2 | -1.6
COc1cc(/C=N/NC(=O)c2cccc(NC(=O)c3ccccc3Cl)c2)ccc1O | 1.4 | 0.2 | -1.9 | 0.2 | -1.2 | 6.1 | -0.7 | -1.4 | -1.8 | -1.6 | -0.6
NC(=O)c1ccc(NC(=O)COC(=O)CCCc2c[nH]c3ccccc23)cc1 | -1.2 | -0.4 | -1.2 | 0.6 | -0.5 | -4.7 | 3.8 | -49.8 | 0.7 | -5.8 | 1.5
O=C(CCC(=O)OCC(=O)c1ccc(F)cc1)NC1CCCCC1 | -1.1 | 0.6 | -0.1 | 0.1 | -1.0 | 6.8 | -1.1 | 1.2 | 1.2 | 0.8 | -0.2
CCC(CO)n1c(SCc2cc(=O)oc3cc(C)ccc23)nc2ccccc2c1=O (centres undefined) | -2.9 | -11.6 | -1.6 | 3.5 | -1.6 | 12.0 | -3.0 | -34.5 | -1.4 | -9.2 | -0.7
CC(=O)OC(C(=O)NC1CCCCC1)c1ccc(Cl)c(Cl)c1 (centres undefined) | -0.3 | -6.9 | -2.7 | 0.8 | -1.5 | -1.8 | -2.3 | 2.0 | 2.2 | -17.0 | 0.9
O=c1[nH]c(-c2ccccc2Cl)nc2c1sc(=S)n2-c1ccccc1 | -0.6 | 2.6 | -2.7 | -0.9 | -1.2 | 3.7 | -2.2 | -1.4 | 0.8 | -5.5 | -0.1
CC1CN(c2cc(=O)n(-c3ccc(Cl)cc3)c(=O)[nH]2)CC(C)O1 (centres undefined) | 0.5 | -6.8 | -2.5 | -0.3 | -1.1 | 3.1 | 1.7 | 5.0 | -1.1 | -0.3 | -0.9

Structures above with an aryl thioether with sulfur outside any ring (six):
SMILES | SMARCA2 activ | GC-B act | hgDAF-12 ag | FXN GAA850 act | ssDAF-12 act | ADAM10 inh | hcDAF12 agonist | HGIII-sPLA2 inh | DAX1 inh-1 | NPR1 activator | DAX1 inh-2
Nc1nc(SCC(=O)Nc2ccc(Cl)cc2)[nH]c(=O)c1-c1ccccc1 | -2.0 | -0.7 | -0.1 | 1.3 | -1.4 | 0.4 | -0.5 | -7.4 | 1.9 | -5.4 | -1.3
O=C(CSc1nnc(-c2ccccc2)o1)Oc1ccc(Br)cc1 | 0.6 | -4.4 | -1.4 | 0.7 | -1.6 | 3.2 | -1.0 | 3.8 | -0.2 | 20.6 | -0.1
CCOC(=O)c1ccc(NC(=O)CSc2nc(N)c(NC(=O)c3ccc(Br)o3)c(=O)[nH]2)cc1 | -0.9 | 3.8 | -0.7 | 0.5 | -1.4 | 2.7 | -0.7 | 0.8 | -0.3 | 2.6 | 0.9
CN(C(=O)CSc1nc(N)nn1-c1ccccc1)c1ccccc1 | -3.9 | 1.0 | 1.4 | -0.8 | -1.1 | 4.1 | 1.5 | 2.1 | -0.7 | 0.0 | -0.3
COc1cccc(NC(=O)CSc2nnc(Cn3c(=O)sc4ccccc43)n2C)c1 | -0.8 | -3.2 | -0.6 | -2.0 | -0.8 | -10.2 | -2.9 | -6.7 | 0.3 | -2.1 | 0.5
CCC(CO)n1c(SCc2cc(=O)oc3cc(C)ccc23)nc2ccccc2c1=O (centres undefined) | -2.9 | -11.6 | -1.6 | 3.5 | -1.6 | 12.0 | -3.0 | -34.5 | -1.4 | -9.2 | -0.7

Not a hit list. Share with any hit: about 6.6%.
